D2 antagonist: D2 dopamine receptor (human) antagonism | P14416 | HEK293 TREx D2 cells, calcium flux, dopamine EC80 | inhibition, % at 10 µM | 340,000 compounds, 2% hits | AID 485344; in the data active means inhibition above about 30%; further: 0% is about no effect
Target sequence (P14416 whole entry, looked up): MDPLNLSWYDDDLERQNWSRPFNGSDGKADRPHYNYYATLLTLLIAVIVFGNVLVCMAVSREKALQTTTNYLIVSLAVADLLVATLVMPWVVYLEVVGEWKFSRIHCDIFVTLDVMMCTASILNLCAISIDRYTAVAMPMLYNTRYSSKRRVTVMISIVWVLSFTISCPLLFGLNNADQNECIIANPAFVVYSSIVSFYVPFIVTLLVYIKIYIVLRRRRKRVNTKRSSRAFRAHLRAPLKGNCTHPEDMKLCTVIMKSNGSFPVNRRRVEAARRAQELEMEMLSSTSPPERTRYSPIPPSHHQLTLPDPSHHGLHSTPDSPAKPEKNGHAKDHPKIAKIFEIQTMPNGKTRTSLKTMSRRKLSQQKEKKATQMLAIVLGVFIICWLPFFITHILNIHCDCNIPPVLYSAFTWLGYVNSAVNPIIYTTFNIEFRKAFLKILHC
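Read-out: kinetic calcium fluorescence (1 cycle/s) in inducible HEK293 T-REx D2 cells after an EC80 dopamine addition that followed 180 s compound preincubation. Loss of the dopamine response indicates antagonism.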
D2 agonist: D2 dopamine receptor (human) agonism; P14416; HEK293 T-REx D2 cells, calcium flux agonist mode; activation, % at 2 µM; 340,000 compounds, 0.53% hits; AID 485358;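 active means activation over 3 SD above normal in the single-dose calcium agonist read, cut at about 30% in these data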; further: 0% is about no effect
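HEK293 Trex D2 cells, tetracycline-induced, o/n 30 C 5% CO2; no-wash Ca dye, RT 30–90 min; 10-cycle baseline, 23 nl cpd added, kinetic Ca read 180 s; agonist hits = positive Ca response.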
D2 PAM: D2 dopamine receptor (human) potentiation; P14416; 340,000 compounds, 0.34% hits; HEK293 T-REx D2, calcium flux, EC20 dopamine potentiation; AID 485347; potentiation, % at 10 µM;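 active means potentiation over 3 SD above the plate norm, cut at about 30% in these data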; further: 0% is about no effect
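Potentiation of an EC20 dopamine calcium response measured kinetically over 180 s, after a preceding 180 s compound-only read flagging agonists. Cells: inducible Hek293 Trex D2 line, 4000/well, cultured overnight at 30 C before dye loading.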
RXFP1 antagonist: antagonists of human relaxin receptor RXFP1 | Q9HBX9 | HEK293-RXFP1, relaxin-stimulated cAMP HTRF, 30 min; stronger effect = lower value | activity change, negative = inhibition, % at 57.5 µM | 350,000 compounds, 0.59% hits | AID 1259400;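 active means activity change of -60% or lower, but not beyond a set lower limit; inconclusive means change between -60% and -40%, or beyond the set limit; inactive means change above -40%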; further: on the % scale 0 is the no-effect control and ±100 the full control effect
TRHR enhancer: allosterically enhances the human TRH receptor; P34981; TRHR cells, fluo-8 calcium fluorescence, EC20 TRH enhancement; enhancement, % at 2 µM; 360,000 compounds, 0.66% hits; AID 493056; in the data active means enhancement above about 30%; further: 0% is about no effect
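TRHR-expressing cells loaded with fluo-8 calcium dye were read kinetically (ex 480/em 530) during compound addition, then stimulated with an EC20 of TRH (10 nM final). Enhancement of the Gq-mediated intracellular calcium response was scored.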
D1 ag: human D1 receptor agonism; P21728; HEK293 T-REx D1 cells, calcium flux, agonist mode; activation, % at 2 µM; 360,000 compounds, 1% hits; in the data active means activation above about 30%; further: 0% is about no effect
Target sequence (P21728 whole entry, looked up): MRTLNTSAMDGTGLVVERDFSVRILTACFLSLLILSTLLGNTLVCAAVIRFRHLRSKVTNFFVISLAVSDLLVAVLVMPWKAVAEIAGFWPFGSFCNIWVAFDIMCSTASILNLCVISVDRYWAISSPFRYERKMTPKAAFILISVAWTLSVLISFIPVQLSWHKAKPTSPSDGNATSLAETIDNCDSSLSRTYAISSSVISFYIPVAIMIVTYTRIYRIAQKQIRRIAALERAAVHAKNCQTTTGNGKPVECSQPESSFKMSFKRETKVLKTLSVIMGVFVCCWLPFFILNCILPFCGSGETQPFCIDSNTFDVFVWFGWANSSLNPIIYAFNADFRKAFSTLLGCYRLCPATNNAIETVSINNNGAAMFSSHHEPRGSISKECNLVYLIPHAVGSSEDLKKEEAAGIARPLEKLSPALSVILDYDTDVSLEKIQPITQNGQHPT
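Inducible HEK293 T-REx D1 cells, force-coupled to calcium signalling, were plated at 4000 cells/well with tetracycline and held overnight at 30 C. After no-wash calcium dye loading, compound-evoked calcium rise over 180 s flagged agonists.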
D1 antagonist: human D1 dopamine receptor antagonism; P21728; HEK293 TREx D1 cells, calcium flux, dopamine EC80; stronger effect = lower value; activity change, negative = inhibition, % at 10 µM; 360,000 compounds, 3.2% hits; in the data active means activity change below about -30%; further: on the % scale 0 is the no-effect control and ±100 the full control effect
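After overnight tetracycline induction at 30 C, force-coupled D1 HEK293 cells took up a no-wash calcium dye at room temperature. Compounds were added and monitored 180 s, and the response to EC80 dopamine was then recorded.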
D1 PAM: enhances dopamine response at the human D1 receptor | HEK293 TREx D1 cells, calcium flux, dopamine EC20 potentiation | potentiation, % at 10 µM | 360,000 compounds, 0.036% hits | AID 504651; in the data active means potentiation above about 30%; further: 0% is about no effect
RXFP1 ag: agonists of human relaxin receptor RXFP1 | Q9HBX9 | HEK293T-RXFP1 cAMP TR-FRET, 30 min; response scale: percent of porcine relaxin response, buffer zero | Potency, µM (series often up to 57.5 µM), without a hit: top-dose activation, actives largely listed as activators | 370,000 compounds, 0.3% hits; active means well fitted activation curve with a large enough effect; inconclusive means small, poorly fitted or top-dose-only effect; further: potency means the concentration at half of the fitted maximal effect; on the % scale 0 is the no-effect control and ±100 the full control effect; nearly all actives have a fitted effect of over 60% in size; many of its hits are not listed in these tables
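HEK293 cells stably expressing RXFP1, treated 30 min at 37C with compounds plus PDE4 inhibitor Ro 20174; cAMP measured by HTRF TR-FRET. Normalized to buffer and 29 nM porcine relaxin; EC50 by Hill fit.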
Active calls of the source: *; ? = inconclusive; . = no result given.

1: CCc1[nH]nc2c1C1(CCN(C(=O)c3ccccc3)CC1)C(C#N)=C(N)O2
2: Nc1ccccc1-c1nnc2n1CCCCC2
3: COc1ccc(CNC(=O)C(OC(=O)c2ccco2)c2ccccc2)cc1 (stereo not drawn)
4: Cc1cccc(C(=O)N/N=C/c2ccoc2)c1
5: Cc1nn(-c2ccccc2)c(C)c1CCC(=O)O
6: O=C(c1nc(-c2ccc(Cl)cc2)n2c1CCCCC2)N1CCN(c2ccc(F)cc2)CC1
7: O=C(Nc1ccc(Cl)cc1F)c1oc(=O)c2ccccc2c1-c1ccccc1
8: Cc1cccc(NC(=O)Cn2nnc(C(=O)NCc3cccs3)c2N)c1

Assay by compound | 1 | 2 | 3 | 4 | 5 | 6 | 7 | 8
D1 PAM | -2 | 3 | -2 | 0 | 3 | 3 | 4 | 2
TRHR enhancer | 11 | -8 | 3 | -3 | 15 | 23 | 1 | 5
D2 PAM | -5 | -17 | 17 | -4 | 7 | 1 | 27 | 2
D1 antagonist | -8 | 2 | 26 | -1 | 19 | 14 | 12 | 18
RXFP1 antagonist | -14 | -12 | 0 | 2 | 0 | -8 | . | .
RXFP1 ag | 2.4% | 2.4% | 2.1% | -3.5% | 0.2% | 1.0% | 7.7% | 0.2%
D2 antagonist | -6 | 10 | 0 | 21 | 21 | . | . | .
D2 agonist | 0.6 | 0.4 | -0.8 | -0.6 | 0.5 | -0.4 | 0.2 | 0.3
D1 ag | 1 | 0 | 5 | 23 | 3 | 1 | 14 | -1

Compound profiles (already shown). Order of values: D1 PAM, TRHR enhancer, D2 PAM, D1 antagonist, RXFP1 antagonist, RXFP1 ag, D2 antagonist, D2 agonist, D1 ag
Cc1nn(-c2ccccc2)c(C)c1CCC(=O)O in the list: 3, 15, 7, 19, 0, 0.2%, 21, 0.5, 3
O=C(c1nc(-c2ccc(Cl)cc2)n2c1CCCCC2)N1CCN(c2ccc(F)cc2)CC1 in the list: 3, 23, 1, 14, -8, 1.0%, ., -0.4, 1

New compounds follow:
9: CC1CCCCN1C(=O)/C(=C\c1ccccc1)c1ccccc1 (stereo not drawn)
10: COCCNC(=O)CCCn1c(=O)c2cc(OC)c(OC)cc2n(CC(=O)NCCC2=CCCCC2)c1=O
11: COC(=O)c1cc(S(=O)(=O)NCCc2ccc(SC)cc2)c[nH]1
12: COc1cc(OC)cc(C(=O)NC(=S)N2CCCCCC2)c1
13: CC1=C(C(=O)Nc2ccccc2)C(c2ccccn2)n2nc(SCc3ccccc3Cl)nc2N1 (stereo not drawn)
14: CC(C)n1cnnc1SCC(=O)NCC(=O)Nc1ccc(F)cc1
15: CCCCn1nc2cc(C(=O)NCc3cc(C(F)(F)F)cc(C(F)(F)F)c3)ccc2c1OCC
16: Cc1ccccc1OCCCC(=O)Nc1nncs1

Assay by compound | 9 | 10 | 11 | 12 | 13 | 14 | 15 | 16
D1 PAM | 2 | 0 | -4 | -1 | 0 | 1 | -5 | 7
TRHR enhancer | 0 | -2 | 3 | 3 | 6 | 3 | 4 | -5
D2 PAM | -9 | -13 | -2 | 8 | -1 | -7 | 8 | 1
D1 antagonist | 9 | 14 | -13 | -3 | 13 | 0 | -10 | -9
RXFP1 antagonist | -9 | -11 | -8 | 6 | . | -5 | . | -2
RXFP1 ag | 0.9% | 8.0% | 1.1% | 0.1% | 7.3% | -1.6% | 1.4% | 1.9%
D2 antagonist | 13 | 8 | -15 | -7 | . | -3 | 8 | 8
D2 agonist | 1.3 | 0.1 | -0.3 | -0.7 | . | -0.4 | 1.1 | -2.1
D1 ag | 1 | 1 | 9 | 2 | -2 | 2 | 3 | 2

The list goes on, starting with the last 4 of the part before.
13: CC1=C(C(=O)Nc2ccccc2)C(c2ccccn2)n2nc(SCc3ccccc3Cl)nc2N1 (stereo not drawn)
14: CC(C)n1cnnc1SCC(=O)NCC(=O)Nc1ccc(F)cc1
15: CCCCn1nc2cc(C(=O)NCc3cc(C(F)(F)F)cc(C(F)(F)F)c3)ccc2c1OCC
16: Cc1ccccc1OCCCC(=O)Nc1nncs1
17: O=C(NNCc1ccc(O)cc1)c1ccccc1Cl
18: Cc1ccc(C)c(OCCn2cc(/C=C(\C#N)C(=O)NCc3ccco3)c3ccccc32)c1
19: CCc1ccc(Cn2nnc(C(=O)Nc3ccc(C)cc3)c2N)cc1
20: COc1ccc(CC2(CO)CCN(CC3=Cc4cc(Cl)ccc4OC3)CC2)cc1
21: Cc1ccc(CCN2CC(C(=O)NCCC(C)C)CC2=O)cc1 (stereo not drawn)
22: CC(C)c1c(C(=O)N/N=C/c2ccc(Cl)cc2Cl)nnn1-c1nonc1N
23: COc1ccccc1CNC(=O)[C@@H](NC(=O)C1CCN(C(=O)[C@@H]2CCCN2C(=O)OC(C)(C)C)CC1)C(C)C
24: CCS(=O)(=O)NCC(c1cccnc1)N1CCN(c2ccc(F)cc2)CC1 (stereo not drawn)

Assay by compound | 13 | 14 | 15 | 16 | 17 | 18 | 19 | 20 | 21 | 22 | 23 | 24
D1 PAM | 0 | 1 | -5 | 7 | -1 | -5 | 1 | -3 | -4 | 6 | -15 | -1
TRHR enhancer | 6 | 3 | 4 | -5 | 7 | 0 | 6 | 1 | -1 | 6 | -23 | -2
D2 PAM | -1 | -7 | 8 | 1 | 3 | -9 | 9 | 9 | -2 | 5 | 3 | -7
D1 antagonist | 13 | 0 | -10 | -9 | 2 | -10 | 0 | 12 | 1 | 2 | -20 | 1
RXFP1 antagonist | . | -5 | . | -2 | -25 | -2 | . | ? | -4 | ? | . | 0
RXFP1 ag | 7.3% | -1.6% | 1.4% | 1.9% | -3.3% | 4.6% | 0.6% | 0.8% | -0.7% | 1.6% | -0.1% | -1.5%
D2 antagonist | . | -3 | 8 | 8 | -2 | -7 | . | -4 | 2 | 1 | -11 | -5
D2 agonist | . | -0.4 | 1.1 | -2.1 | 0.2 | 2.6 | 0.7 | -0.6 | -0.2 | 0.7 | -0.2 | 0.3
D1 ag | -2 | 2 | 3 | 2 | 0 | 2 | 4 | 1 | 1 | 4 | 1 | 1

25: Cc1ccc2[nH]c(CSc3nnc(NC(=O)c4ccccc4C)s3)cc(=O)c2c1
26: COc1ccc(CCNC(=O)CSc2cn(CCNC(=O)c3c(F)cccc3F)c3ccccc23)cc1OC
27: O=C(NCc1ccccc1)c1cccc(NC(=O)N2CCSc3ncccc32)c1
28: COc1cnc(-c2ccccn2)nc1Oc1cccc(C(F)(F)F)c1
29: Cc1cccc(CSCCNC(=O)Nc2ccccc2)c1
30: CN1CCN(c2ccc(-c3cccc(NC(=O)COc4ccccc4)c3)nn2)CC1
31: COc1ccc(C2C(C(=O)O)CC(=O)N2C2CCCCC2)cc1 (stereo not drawn)
32: O=C(CCc1nnc2ccc(NCc3ccco3)nn12)N1CCN(c2ccccc2F)CC1

Assay by compound | 25 | 26 | 27 | 28 | 29 | 30 | 31 | 32
D1 PAM | -3 | -3 | -3 | -5 | -2 | -3 | -7 | 0
TRHR enhancer | -1 | -10 | 3 | 13 | 0 | 8 | 3 | -4
D2 PAM | -4 | 14 | -12 | -1 | 2 | 2 | 1 | 7
D1 antagonist | 2 | -1 | -16 | 21 | -20 | -7 | 2 | 9
RXFP1 antagonist | -2 | . | -18 | . | -4 | -8 | 1 | 4
RXFP1 ag | 5.3% | 1.3% | -1.0% | -0.5% | 0.4% | -0.4% | -1.1% | 6.8%
D2 antagonist | . | . | . | -20 | 1 | 5 | -14 | 10
D2 agonist | 0.4 | -0.1 | -0.4 | 1.2 | -1.0 | -0.2 | 0.9 | 1.3
D1 ag | -1 | -1 | 2 | 2 | 11 | 2 | 1 | 0

33: Cc1ccc(NC(=O)CCn2c(=O)oc3ccccc32)c(C)c1
34: CCCCCOc1ccc(Cn2c(=O)oc3ccccc32)cc1
35: CC(C)NC(=O)c1ccc2c(c1)N(Cc1ccccc1)C(=O)C(C)(C)O2
36: COc1ccc(S(=O)(=O)N2CCN(CC(=O)Nc3ccc(C)c(F)c3)CC2)cc1
37: C=CCn1cccc(C(=O)Nc2ccc(OC)c(OC)c2)c1=O
38: COc1ccc(N2CCN(C(=O)C3CCCN(c4ncnc5c4nc4n5CCCCC4)C3)CC2)cc1 (stereo not drawn)
39: O=C(NCc1ccco1)c1ccc(Cl)cc1[N+](=O)[O-]
40: O=C(C[n+]1ccc(C(=O)NCCCO)cc1)c1cccc(Br)c1

Assay by compound | 33 | 34 | 35 | 36 | 37 | 38 | 39 | 40
D1 PAM | -6 | -1 | -5 | -8 | -3 | -1 | -10 | -4
TRHR enhancer | -3 | -5 | 1 | 0 | -4 | 5 | -6 | 0
D2 PAM | -2 | 2 | -5 | -3 | -8 | . | -3 | 0
D1 antagonist | -1 | -17 | -22 | -25 | 0 | -4 | -1 | 3
RXFP1 antagonist | 7 | -10 | -16 | . | -14 | 33 | 6 | -12
RXFP1 ag | 0.9% | -0.2% | -0.2% | -0.3% | 5.5% | 0.9% | 0.0% | 0.3%
D2 antagonist | 8 | . | 15 | -10 | 8 | . | -6 | -12
D2 agonist | 0.0 | 1.7 | -1.4 | 0.5 | -0.3 | . | 0.0 | 0.2
D1 ag | 5 | 6 | 3 | 14 | 1 | 1 | 0 | 5

41: CN(C)c1ccc(C=C2C(=O)OC3(CCCC3)OC2=O)cc1
42: COc1ccc(-c2nc(CSCC(=O)NCc3ccccc3Cl)c(C)o2)cc1OC
43: O=[N+]([O-])c1nn(-c2ccc3c(c2)OCCO3)n(O)c1=Nc1ccccc1
44: CCCCCC(=O)Nc1ccc2oc(-c3cccnc3)nc2c1
45: CCN/C=C(\C#N)S(=O)(=O)c1ccc(Br)cc1
46: CC(OC(=O)CNC(=O)c1ccc2c(c1)OCO2)C(=O)NCCC1=CCCCC1 (stereo not drawn)
47: CN(C)Cc1ccc(CNC(=O)c2ccc(Cl)c(S(=O)(=O)NC3CC3)c2)cc1
48: CCN1CCN(C(=O)CCc2ccc(S(=O)(=O)NCCc3ccccc3)cc2)CC1

Assay by compound | 41 | 42 | 43 | 44 | 45 | 46 | 47 | 48
D1 PAM | -5 | -3 | -7 | -2 | 6 | -4 | 3 | 4
TRHR enhancer | -2 | -8 | -10 | -3 | 8 | 8 | 12 | 0
D2 PAM | -3 | -2 | 9 | 8 | 14 | 5 | 7 | -3
D1 antagonist | -4 | -14 | 0 | -28 | -14 | -7 | 1 | 7
RXFP1 antagonist | 11 | -18 | -6 | -1 | -3 | 2 | 3 | -1
RXFP1 ag | 0.3% | -1.6% | 0.7% | 1.7% | 1.2% | -0.1% | -0.4% | -0.9%
D2 antagonist | 15 | . | -4 | 1 | -7 | 9 | -13 | -23
D2 agonist | -0.3 | -1.0 | -0.9 | 0.7 | -1.5 | -1.7 | 0.5 | 1.5
D1 ag | 5 | 1 | 0 | 3 | 3 | 2 | 2 | 0

High-throughput results from PubChem.

A portion of the library; rates above refer to the full screens.
